Assay outcomes as filed in PubChem.
PfHsp90 set2 = growth inhibition of yeast expressing Plasmodium Hsp90. S. cerevisiae expressing PfHsp90, BacTiter-Glo ATP, 48 h; yeast lacking PDR1 and PDR3 efflux regulators. inhibition, % at 9.4 µM. 310,000 tested, 0.32% active;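 active = every replicate shows inhibition above about 80%, whatever the replicate mean, limit read from the data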;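 note: 0% = DMSO neutral controls and 100% = 20 µM radicicol positive controls; yeast relying on Plasmodium falciparum Hsp90 in place of its own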
E coli growth = bacterial growth inhibition, counter-screen for AddAB inhibitors | AID 449728 | inhibition, % at 11.9 µM | 330,000 tested, 0.27% active | E. coli V3065 growth, OD600 absorbance, 18 h;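 active = inhibition above the campaign's mean inhibition across all tested compounds plus 3 SD, cut at about 9.9% in these data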;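 note: uninfected addAB+ strain grown without phage in ampicillin broth; 0% = DMSO wells and 100% = ciprofloxacin 0.95 µg/ml wells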
PKA-R1A act = PKA-R1A complex activation; PKA-R1A dissociation, Cy5-IP20 fluorescence polarization; scaled: DMSO 0%, 113 µM cGMP 100%; 340,000 tested, 0.083% active; activation, % at 11.4 µM;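 active = percent activation above the mean of all tested compounds plus 3 SD, cut at about 19% in these data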;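 note: higher means more PKAc released from R1A so a rise in polarization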
OPRM1-OPRD1 inv = inverse agonist of human OPRM1-OPRD1 heterodimerization; inhibition, % at 9.3 µM; cell-based MOR-DOR heterodimer luminescence, inverse agonism; 340,000 tested, 0.21% active; AID 504357; in the data active = inhibition above about 22%, passing the limit was not always enough;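 note: 0% = cells with DMSO and 100% = wells without cells with DMSO; values of inactives mirror those of a sister screen read the other way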
Tat export inh = E. coli Tat transport inhibition; E. coli MC4100 TorA-mCherry Tat export, fluorescence; inhibition, % at 10 µM; 340,000 tested, 0.036% active;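 active = mean replicate inhibition at least 50% and at least half of replicates individually reaching 50%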;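 note: exported cargo escapes ClpAP degradation while cytoplasmic cargo is degraded and loses fluorescence; 0% = median of neutral control wells and 100% = median of NaSCN control wells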
phage Ecoli inh = E. coli growth loss with phage present. growth absorbance. inhibition, % at 11.9 µM. 360,000 tested, 0.26% active. AID 651602; in the data active = inhibition above about 11%
HTR5A inv ctr = inverse agonist of human HTR5A in OPRM1-OPRD1 counter-screen | inhibition, % at 9.3 µM | P47898 | 340,000 tested, 0.083% active | HTR5A cell line, luminescence, inverse agonism | AID 504634; in the data active = inhibition mostly above about 23%, no sharp cut-off; inactive = mostly below about 18%;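 note: 0% = cells with DMSO and 100% = no-cell wells with DMSO; some compounds called inactive have numbers as strong as hits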
Target sequence (P47898 whole entry, looked up): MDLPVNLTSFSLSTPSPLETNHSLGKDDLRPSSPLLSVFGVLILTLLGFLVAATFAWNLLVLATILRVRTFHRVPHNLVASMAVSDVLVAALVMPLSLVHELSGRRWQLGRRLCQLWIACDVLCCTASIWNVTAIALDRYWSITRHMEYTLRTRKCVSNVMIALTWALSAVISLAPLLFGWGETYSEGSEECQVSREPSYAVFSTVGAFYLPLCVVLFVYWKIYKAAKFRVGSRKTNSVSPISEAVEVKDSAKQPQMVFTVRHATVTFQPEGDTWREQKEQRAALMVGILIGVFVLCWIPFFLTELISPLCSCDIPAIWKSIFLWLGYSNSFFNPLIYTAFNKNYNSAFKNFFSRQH
PKA-R2B act = PKA-R2B complex activation; P22694+P31323; PKA-R2B holoenzyme dissociation, Cy5-IP20 fluorescence polarization; R2B truncated from residue 108, S112A mutant; 0% DMSO only, 100% 113 µM cGMP; activation, % at 11.4 µM; 340,000 tested, 0.079% active;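 active = activation above a cutoff set at the mean over all compounds plus 3 SD, cut at about 18% in these data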;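 note: higher means more holoenzyme dissociation and a rise in polarization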
Target sequence (P31323 whole entry, looked up, other chains not shown, the tested form may be a part): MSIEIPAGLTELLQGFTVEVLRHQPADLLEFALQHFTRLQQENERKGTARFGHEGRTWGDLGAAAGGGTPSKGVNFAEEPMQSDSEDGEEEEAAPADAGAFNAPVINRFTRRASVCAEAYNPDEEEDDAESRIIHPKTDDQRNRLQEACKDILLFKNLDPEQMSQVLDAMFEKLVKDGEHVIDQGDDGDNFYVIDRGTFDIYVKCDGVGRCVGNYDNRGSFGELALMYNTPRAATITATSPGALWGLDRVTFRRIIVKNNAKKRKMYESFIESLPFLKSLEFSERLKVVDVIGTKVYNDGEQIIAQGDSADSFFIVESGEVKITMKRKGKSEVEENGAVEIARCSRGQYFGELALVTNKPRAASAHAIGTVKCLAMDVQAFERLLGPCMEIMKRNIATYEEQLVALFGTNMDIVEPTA
MOR-DOR ag = OPRM1-OPRD1 heterodimerization agonism; activation, % at 9.3 µM; 340,000 tested, 0.3% active; cells, luminescence; AID 504326; P35372+P41143; in the data active = activation above about 18%;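 note: 0% = vehicle-treated cells and 100% = reference agonist; values of inactives mirror those of a sister screen read the other way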
SUMO Mot1 rescue = SUMOylation pathway inhibition by Mot1-301 growth rescue; growth rescue, % at 18.8 µM; S. cerevisiae Mot1-301 growth rescue, ATP luminescence, 38.5C; percent above DMSO median, 100 means doubled; AID 2716; 320,000 tested, 1% active;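 active = every valid replicate shows activation above 250% relative to neutral control wells; inactive = the rest, any valid replicate at or below 250%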;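 note: OY570 slx delta 5 strain wells were the positive control but not used for scaling; some compounds called inactive have numbers as strong as hits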
AddAB inh = less growth of phage-infected E. coli with AddAB; E. coli expressing H. pylori AddAB, absorbance growth; inhibition, % at 11.9 µM; 330,000 tested, 0.29% active; in the data active = inhibition above about 12%;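 note: 0% = vehicle wells of infected cells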
The depositor's hits bear a star; x = no result given.

SMILES	PfHsp90 set2	E coli growth	PKA-R1A act	OPRM1-OPRD1 inv	Tat export inh	phage Ecoli inh	HTR5A inv ctr	PKA-R2B act	MOR-DOR ag	SUMO Mot1 rescue	AddAB inh
CCCCCCn1nc(C(=O)OCC(=O)c2c(N)n(C)c(=O)n(C)c2=O)c2ccccc2c1=O	x	-1.1	-2	-9	14	-0.7	-6	-10	1.8	-1	-0.3
Cc1nc(N)c(C#N)c(-c2ccccc2)c1C	-5	-1.3	1	6	3	1.4	5	-13	-1.4	2	0.5
COc1cc(/C=N/N2CCN(c3ccccc3OC)CC2)ccc1O	-6	-3.3	-16	16	4	0.6	2	0	-3.0	9	-1.7
NC(=O)c1cc(S(=O)(=O)N2CCCCC2)cs1	-3	-2.2	-2	-4	3	-0.8	0	2	0.7	118	5.2
CCCCCCCNc1cccc(C)c1	-7	-2.9	-13	9	8	2.5	-5	-17	-1.8	150	1.9
O=C(O)CC(NC(=O)C1CCCCC1)c1ccc(OC2CCCC2)cc1 (centres undefined)	-5	-0.5	7	10	6	2.6	11	-7	-2.0	-13	3.0
CCN1CCN(C(=S)Nc2ccc3nc4n(c(=O)c3c2)CCCCC4)CC1	25	-2.8	6	-7	-4	1.7	-24	5	1.4	15	3.1
CC(C)(C)SCCNC(=O)c1ccccc1	x	-0.2	-9	19	-6	1.2	-9	4	-3.8	8	1.4
CCOC(=O)c1csc(NC(=O)CC2CCCC2)n1	-38	-0.5	2	-5	-4	4.7	-1	-3	1.0	-6	2.5
COc1ccc(S(=O)(=O)Nc2ccc(-n3cnnn3)cc2)cc1Br	0	x	-8	3	-9	3.8	-20	7	-0.4	x	x
O=C(NC1CC1)c1cccc(NC(=O)c2cnn(-c3ccccc3)n2)c1	-6	1.4	-6	-5	8	2.5	-5	1	1.3	0	1.3
COc1ccccc1C/C(N)=N/OC(=O)COc1ccc(C)cc1	-38	0.8	6	5	-9	4.0	8	-8	-0.9	46	1.9
Cn1nccc1C(=O)OCC(=O)Nc1ccc(S(N)(=O)=O)cc1	-11	-0.5	-11	15	-15	-0.6	24	-7	-2.2	18	2.2
COc1ccc(CNC(=O)CN(c2ccc(C(C)=O)cc2)S(=O)(=O)c2ccc(C)cc2)cc1OC	4	-0.5	-9	2	-5	0.0	-7	-7	-0.3	-13	-1.1
COc1ccc(OCC(=O)NCCS(=O)(=O)N2CCN(c3ccc(F)cc3)CC2)cc1	18	-1.5	-4	-1	2	1.4	-18	-3	0.2	-4	4.0
O=C(c1cccc(N2C(=O)c3ccccc3C2=O)c1)N1CCCCCC1	-27	3.7	9	10	-7	2.4	11	-1	-1.9	-20	2.2
CCCC1(C(=O)OCC)NC(c2cc(OC)c(OC)c(OC)c2)C2C(=O)N(CC)C(=O)C21 (centres undefined)	-11	-0.9	-6	-6	-1	4.4	17	4	1.1	8	-0.9
N/C(=N\OC(=O)c1cc(-c2ccccc2)nc2ccccc12)c1ccc(Cl)cc1	-1	-0.7	-15	15	-12	1.6	-12	-8	-3.0	15	-0.5
Cc1cccnc1NC(=O)c1ccccc1NC(=O)C(C)(C)C	-20	-1.0	-7	6	-1	2.5	-2	-10	-1.1	-10	1.2
CC(C)N(Cc1cnn(C)c1)Cc1nc(-c2ccc(Cl)cc2)no1	x	1.6	-7	12	-1	0.4	3	-3	-2.3	10	2.0
COc1ccc(Nc2ccc3c(c2)=NC2(CCCCC2)[N+]=3[O-])cc1	x	1.0	-10	-24	-9	0.9	10	3	4.3	26	4.6
Cc1cc(C)cc(NC(N)=S)c1	4	1.6	9	21	-1	3.0	-18	2	-4.2	277	2.9
O=c1[nH]c(/C=C/c2ccc(Br)cc2)nc2ccccc12	-54	0.3	-5	18	-6	1.3	-14	10	-4.0	11	-0.7
CCN(CC)S(=O)(=O)c1ccc(N/N=C/c2ccc(O)cc2)nc1	-44	0.7	-12	5	6	3.7	-7	12	-1.0	-6	2.5
CC(C(=O)Nc1ccccc1Br)c1ccc([N+](=O)[O-])cc1 (centres undefined)	-7	2.5	0	-4	-4	2.0	-3	-1	0.6	-2	0.4

The list continues.
SMILES	PfHsp90 set2	E coli growth	PKA-R1A act	OPRM1-OPRD1 inv	Tat export inh	phage Ecoli inh	HTR5A inv ctr	PKA-R2B act	MOR-DOR ag	SUMO Mot1 rescue	AddAB inh
COc1ccc(CCC(C)NCc2ccc(F)cc2)cc1 (centres undefined)	9	0.5	-8	-2	-3	0.8	0	7	0.3	-6	1.2
CCN(CCN(C)C)C(=O)C1CCN(S(=O)(=O)c2c(C)noc2/C=C/c2ccccc2F)CC1	-22	-2.0	-6	6	-1	-0.5	-1	2	-1.3	35	1.3
CCc1ccc2[nH]c(C(=O)Nc3ccc4c(c3)OCO4)cc2c1	4	4.1	-3	-8	0	2.8	-7	0	1.6	18	2.4
CC(C)(C)C(=O)Nc1ccc(-c2cn3ccsc3n2)cc1	5	0.6	-2	-8	-10	5.1	1	5	1.4	14	1.7
CN(CC(=O)Nc1ccccn1)S(=O)(=O)c1ccc(Cl)cc1	26	0.3	-3	17	7	0.0	-10	-9	-2.9	48	3.2
CCCS(=O)(=O)N1CCN(CC2CC=CCC2)CC1 (centres undefined)	-4	2.9	-8	17	-5	0.6	-5	-13	-3.4	-25	3.1
O=C(Nc1ccon1)c1cccc(S(=O)(=O)N2CCCCCC2)c1	x	-2.3	-1	12	-3	3.3	-10	-4	-2.3	15	4.2
O=c1[nH]c(=O)n(Cc2ccco2)c2c1C(C(F)(F)F)(C(F)(F)F)N=C(C1CCCCC1)N2	x	0.2	-11	3	-4	0.4	-8	5	-0.6	49	1.0
COc1ccc(S(=O)(=O)N2CCCCC2)cc1NC(=O)c1ccc2c(c1)OCO2	-4	2.1	1	8	5	5.6	11	-1	-1.8	-4	3.3
O=C(Nc1ccc2c(c1)OCO2)N1CCN(c2ccccc2)CC1	10	2.2	3	17	3	8.4	11	-2	-3.4	16	5.7
CCCn1c(SCc2cc(=O)[nH]c3ccccc23)nc2c1c(=O)n(C)c(=O)n2C	x	4.5	0	12	2	2.9	3	3	-2.4	-4	3.2
O=C(CCNC(=O)c1ccc(Br)cc1)NCCCN1CCCC1=O	16	0.7	7	8	-3	5.0	-17	-10	-1.9	13	-1.3
COc1cccc(NC(=O)Nc2ccc3nsnc3c2)c1	9	4.5	-10	-16	-6	7.8	10	-1	2.8	-11	3.9
O=C(CC1Oc2ccccc2NC1=O)NCc1ccccc1 (centres undefined)	-50	2.0	5	12	3	2.4	-20	-3	-2.4	-9	3.7
COc1ccccc1CCNC(=O)c1ccc(C)o1	-19	1.8	-2	-1	-4	2.4	9	-2	0.2	-1	4.3
CCOC(=O)C(=O)/C(=C\N(C)C)c1onc(-c2c(F)cccc2Cl)c1C(=O)OC	1	-1.2	6	10	-2	3.9	1	6	-1.7	-3	1.4
CN(/C(=N\S(=O)(=O)c1ccccc1)c1ccccc1)c1ccc(O)cc1	-19	-3.6	-2	11	-13	0.9	8	-8	-2.1	-4	-2.2
Cc1cc([N+](=O)[O-])nn1CCCC(=O)Nc1cc(Oc2ccc(F)cc2)cc([N+](=O)[O-])c1	-17	2.3	-13	7	8	-0.1	-2	9	-1.2	0	-0.5
O=C(NCCC1=CCCCC1)C(=O)NCC(c1ccco1)N1CCN(c2ccccc2F)CC1 (centres undefined)	13	-3.4	-7	9	7	3.3	11	4	-1.8	78	0.7
COC(=O)c1ccc(NS(=O)(=O)NC(=O)c2cn(C)c3ccccc23)cc1	15	0.1	-4	10	-13	0.8	9	-1	-1.9	14	1.6
c1ccc2c(N3CCCCCC3)nc(-c3ccncc3)nc2c1	6	0.8	-2	14	6	1.7	-29	-2	-2.4	-4	1.1
CSCC[C@H](NC(=O)C1CCN(S(=O)(=O)c2ccc(C)cc2C)CC1)c1nc2ccccc2[nH]1	-8	-0.3	1	-1	9	0.8	-4	-8	0.2	-28	0.3
CN(C)S(=O)(=O)c1cccc(-c2nn(-c3ccccc3)cc2/C=C(\C#N)c2nc3ccccc3[nH]2)c1	-13	0.9	-11	-11	-1	3.1	-2	-8	2.0	19	0.9
COc1ccc(C(c2oc(CO)cc(=O)c2O)c2oc(CO)cc(=O)c2O)cc1OC	-20	-0.1	-6	4	2	5.8	3	8	-0.9	8	2.7
N#C/C=C(/c1ccc(F)cc1)N1CCOCC1	-4	0.9	-2	5	-7	2.9	-7	6	-1.1	-13	2.6

New compounds follow:
SMILES	PfHsp90 set2	E coli growth	PKA-R1A act	OPRM1-OPRD1 inv	Tat export inh	phage Ecoli inh	HTR5A inv ctr	PKA-R2B act	MOR-DOR ag	SUMO Mot1 rescue	AddAB inh
O=C(COc1ccc(S(=O)(=O)N2CCOCC2)cc1)NCc1ccccc1	4	1.4	-3	24	8	2.3	3	2	-4.8	19	-2.5
Cc1ccc(NC(=O)CCS(=O)(=O)c2ccc3c(c2)NC(=O)C(C)S3)nc1 (centres undefined)	4	1.3	6	9	-12	-0.3	-16	4	-1.7	259	4.9
CCOC(=O)c1nnc(-c2ccc(C)cc2)nc1Sc1cccc(Cl)c1	-58	-0.4	16	7	12	2.6	-9	9	-1.5	-2	2.2
CC(=O)OC[C@H]1O[C@@H](Sc2cccc3cccnc23)[C@H](OC(C)=O)[C@@H](OC(C)=O)[C@@H]1OC(C)=O	-3	0.3	-11	12	1	2.0	12	3	-2.2	9	1.1
CC(=O)Nc1ccc(S(=O)(=O)NNC(=O)CCc2ccccc2)cc1	-28	-1.3	-6	4	-3	0.2	8	-1	-0.5	-9	2.4
Cc1ccc(C(=O)NCCCc2ccccc2)c(C)c1	2	-2.9	-2	13	-6	5.0	18	-8	-2.5	12	1.9
Cc1oc(-c2cccc(Cl)c2)nc1CN1CCC(C(=O)NCC2CCCO2)CC1 (centres undefined)	30	-0.2	-15	-2	-5	1.1	7	-6	0.3	-21	0.8
COC(=O)c1ccc(NC(=O)CN2CCN(c3ccccc3)CC2)cc1	34	3.5	1	19	-9	0.3	-4	-1	-3.8	-8	2.2
CN1CCN(C(=O)/C(=C/c2cccs2)NC(=O)c2ccco2)CC1	-6	-2.2	-18	14	-1	2.2	-2	-9	-2.8	-2	0.0
CC1(C)Cc2c(sc3ncnc(N)c23)CO1	x	1.3	-14	17	-4	1.5	-10	-14	-3.8	-1	1.2
O=C(CSc1n[nH]c(C2CCCC2)n1)NC1CCCC1	-21	0.1	0	14	13	-0.3	7	0	-2.5	-8	2.4
C=C1C(=O)OC2C1C(OC(=O)C(C)=CC)CC(=C)C1C(O)C3OC3(C)C21O (centres undefined)	11	x	6	10	6	3.0	0	4	-2.3	x	x
C=CCNC1=C(Cl)C(=O)c2ccccc2C1=O	-33	0.6	-5	-34	-17	6.1	4	-1	6.3	37	4.4
CC(C)(O)CN(C(=O)c1ccccc1)C1CCCCC1	-40	x	0	11	-6	2.4	3	3	-2.5	x	x
Cc1sc2ncnc(NCC(c3ccco3)N3CCCC3)c2c1C (centres undefined)	10	0.0	-4	-3	-4	1.6	13	3	0.5	x	-1.5
COc1cccc(-c2ccc(SCc3ccccn3)nn2)c1	-10	0.9	2	7	-3	-0.1	3	-3	-1.4	-22	1.9
